# Assay outcomes: PubChem, National Center for Advancing Translational Sciences (NCATS)
# aSyn yeast inh: alpha-synuclein toxicity inhibition in yeast | Yeast expressing alpha-synuclein, growth rescue, BacTiter-Glo, 24 h | Potency, µM (highest dose often 46.1 µM), for the others: top-dose growth rescue (activation), actives largely listed as activators | 370,000 tested, 0.14% active; further: potency means the concentration at half of the fitted maximal effect; % of control where 0% means no effect; nearly all actives have a fitted effect of over 65% in size
#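 Screening used galactose-induced yeast with toxic alpha-synuclein levels, exposed to compound for 24 hr at 30 deg C. Cell growth, read with BacTiter-Glo luminescence, gave the measured signal.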
# TDP-43 yeast inh: TDP-43 toxicity inhibition in yeast; TDP-43 expressing yeast growth rescue, BacTiter-Glo, 24 h; Potency, µM (highest dose often 46.1 µM), for inactives: top-dose growth rescue (activation), hits mostly activators; 410,000 tested, 1.8% active; AID 652104; further: potency means the concentration at half of the fitted maximal effect; % of control where 0% means no effect; nearly all actives have a fitted effect of over 50% in size
#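 Readout is BacTiter-Glo luminescence of cell growth, so inhibitors register as activators. TDP-43-expressing yeast at OD600=0.02 in galactose medium, after raffinose pregrowth to mid-log, were incubated with compound for 24 hr at 30 deg C.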
# FUS suppressor: rescues growth of FUS-expressing yeast; AID 1347120; 390,000 tested, 0.24% active; S. cerevisiae FUS-expressing, growth rescue, OD600, 24 h; Potency, µM (top dose mostly 76.6 µM), for inactives: top-dose growth rescue (activation), most hits filed as activators;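 further: potency means the concentration at half of the fitted maximal effect; plate controls were DMSO vehicle for no effect and reference control for full effect; nearly all actives have a fitted effect of over 55% in size; some results filed as inactive show a strong effect at the top dose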
#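 S. cerevisiae expressing FUS from galactose induction served as the toxicity model. Growth after 24hr at 30C, read as absorbance at 600 nm, indicates suppression of toxicity; compounds dosed at several concentrations.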
# EPAC2 ag: EPAC2 (human) agonism; EPAC2 activation, biochemical qHTS; response scale: 100% = 6.5 mM cAMP response; Potency, µM (titrated, usually from 154 µM), inactives show at the top dose activation, actives largely listed as activators; 360,000 tested, 0.079% active; further: potency means the concentration at half of the fitted maximal effect; nearly all actives have a fitted effect of over 50% in size
# Target sequence (Q8WZA2 whole entry, looked up): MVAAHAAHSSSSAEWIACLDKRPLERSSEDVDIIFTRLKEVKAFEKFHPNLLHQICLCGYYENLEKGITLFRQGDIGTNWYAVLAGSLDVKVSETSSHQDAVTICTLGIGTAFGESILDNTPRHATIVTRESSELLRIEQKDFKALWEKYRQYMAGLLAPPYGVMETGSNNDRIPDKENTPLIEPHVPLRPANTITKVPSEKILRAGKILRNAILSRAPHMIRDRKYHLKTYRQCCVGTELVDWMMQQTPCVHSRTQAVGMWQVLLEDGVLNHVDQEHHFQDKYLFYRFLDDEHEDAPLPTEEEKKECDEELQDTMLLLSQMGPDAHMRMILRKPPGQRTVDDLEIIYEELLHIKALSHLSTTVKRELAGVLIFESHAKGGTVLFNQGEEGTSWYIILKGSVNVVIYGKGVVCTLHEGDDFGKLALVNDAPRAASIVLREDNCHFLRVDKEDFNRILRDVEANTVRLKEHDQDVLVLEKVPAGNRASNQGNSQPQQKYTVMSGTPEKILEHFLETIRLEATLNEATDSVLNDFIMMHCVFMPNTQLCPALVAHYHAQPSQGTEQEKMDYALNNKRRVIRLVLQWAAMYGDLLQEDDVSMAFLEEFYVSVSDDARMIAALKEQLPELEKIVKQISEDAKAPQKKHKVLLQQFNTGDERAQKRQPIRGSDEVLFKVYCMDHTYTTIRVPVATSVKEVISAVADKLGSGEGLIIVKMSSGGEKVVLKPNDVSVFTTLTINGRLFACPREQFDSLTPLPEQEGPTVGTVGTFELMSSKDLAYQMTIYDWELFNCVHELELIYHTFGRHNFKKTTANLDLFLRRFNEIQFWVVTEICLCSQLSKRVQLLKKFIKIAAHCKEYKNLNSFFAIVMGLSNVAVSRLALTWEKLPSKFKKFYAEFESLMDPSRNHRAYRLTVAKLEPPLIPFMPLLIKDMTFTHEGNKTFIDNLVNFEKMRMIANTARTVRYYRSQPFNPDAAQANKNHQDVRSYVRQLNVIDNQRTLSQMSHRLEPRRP
#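 Setup: EPAC2 100 nM, labeled Rap1B complex 250 nM, free GDP 50 uM. Compound titrations pinned in, brief spin, 5 min room temperature incubation. Kinetic fluorescence read over 30 min, normalized to 6.5 mM cAMP.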
# Abeta yeast res: compounds reversing amyloid beta toxicity in yeast. Potency, µM (highest dose often 46.1 µM), inactives show top-dose growth rescue, most hits filed as activators. yeast expressing A-beta42, growth rescue, OD600, 48 h; response scale: 0% DMSO, 100% iron-clioquinol control. 410,000 tested, 0.063% active; further: potency means the concentration at half of the fitted maximal effect; nearly all actives have a fitted effect of over 55% in size
#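 Yeast growth medium received pinned compounds, then yeast cells expressing toxic A-beta were added; plates incubated at 30 C for 48 hr. Growth read as absorbance at 600 nm, normalized to DMSO and equimolar FeCl3 plus clioquinol controls.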
# D3 ag: D3 dopamine receptor (human) agonism; P35462; D3R DiscoveRx beta-arrestin cells, luminescence, 90 min; max activation, %; 410,000 tested, 0.58% active; AID 652048; in the data active means max activation above about 30%; further: 0% is about no effect; mostly tested at two doses, the higher about 12 µM
#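 Agonist-mode cell screen: cells plated at 1500/well and incubated overnight at 37 °C, then exposed to library compounds for 90 min at 37 °C. Detection reagent was added for 30–60 min at room temperature, and luminescence was read.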
# EPAC2 antag: blocks human EPAC2 exchange factor. Q8WZA2. Potency, µM (series often up to 114 µM), without a hit: at the top dose activity, negative = inhibition, most hits filed as inhibitors. 360,000 tested, 0.18% active. EPAC2 GEF exchange of Rap1B-BODIPY-GDP, fluorescence. AID 720708; further: potency means the concentration at half of the fitted maximal effect; on the % scale 0 is the no-effect control and ±100 the full control effect; nearly all actives have a fitted effect of over 45% in size; many of its hits are not listed in these tables
# D3 antag: D3 dopamine receptor (human) antagonism; max response, negative = inhibition, %; 360,000 tested, 2.5% active; D3R cells, DiscoveRx beta-arrestin luminescence, antagonist mode; hits give low values; P35462; in the data active means max response below about -50%; inconclusive means no clear call, values can overlap the other calls; further: on the % scale 0 is the no-effect control and ±100 the full control effect; mostly tested at two doses, the higher about 12 µM
#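 Cells expressing the human receptor were seeded at 1500 cells/well, incubated overnight at 37 degrees C in 5% CO2, then exposed to library compounds with dopamine controls for 90 minutes at 37 degrees C before luminescent detection.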
# * hit, by the source's call; ? = inconclusive; . = not tested or not shown; & = joins results of further samples; [ ] = remark or other dose. Unless noted, the call rests on the fitted dose curve; in most records, active means well fitted curve in the direction sought with a large enough effect; inconclusive means small, poorly fitted or top-dose-only effect, or another doubt; inactive means no such curve, though single readings can be large; an effect the other way counts as inactive or inconclusive.
1. CC12CCC(c3c(C(=O)O)nn(-c4ccccc4)c31)C2(C)C (stereo not given)
2. O=C(NCCCN1CCCC1=O)c1ccc2c(c1)OCO2
3. COC(=O)[C@@]12C[C@@H](CC(=O)N3CCN(C(=O)c4ccco4)CC3)C(=O)N(Cc3ccc4c(c3)OCO4)C1=CCC(C)(C)C2
4. COc1ccc(NC(=O)c2cccc(Oc3ccc([N+](=O)[O-])cc3Cl)c2)cc1
5. NC(=S)N/N=C1\CC(c2ccc3c(c2)OCCO3)Oc2ccc(F)cc21 (stereo not given)
6. CCc1[nH]nc(C(=O)NC2CCCN(Cc3ccccc3F)C2)c1C (stereo not given)
7. CCCCOc1ccccc1C1C(C(=O)OC)=CN(CC)C=C1C(=O)OC
8. CNS(=O)(=O)c1cn(CC(=O)Nc2ccc(F)cc2F)cc1S(=O)(=O)NC

assay / compound	1	2	3	4	5	6	7	8
TDP-43 yeast inh	-18%	-24%	22%	14%	-5%	12%	-2%	6%
aSyn yeast inh	-5%	-3%	-1%	10%	-3%	-5%	5%	.
Abeta yeast res	-30%	-4%	-2%	-9%	4%	9%	-33%	-17%
EPAC2 ag	4%	-1%	-7%	12%	15%	-2%	7%	.
EPAC2 antag	-6%	17%	-24%	3%	-12%	2%	-15%	.
D3 antag	-16	-9	3	0	4	11	12	.
FUS suppressor	26%	-31%	38%	11%	7%	-5%	42%	20%
D3 ag	-2	-14	2	2	5	5	1	-3

# Reprinted at random: four compounds from above
4. COc1ccc(NC(=O)c2cccc(Oc3ccc([N+](=O)[O-])cc3Cl)c2)cc1
3. COC(=O)[C@@]12C[C@@H](CC(=O)N3CCN(C(=O)c4ccco4)CC3)C(=O)N(Cc3ccc4c(c3)OCO4)C1=CCC(C)(C)C2
6. CCc1[nH]nc(C(=O)NC2CCCN(Cc3ccccc3F)C2)c1C (stereo not given)
1. CC12CCC(c3c(C(=O)O)nn(-c4ccccc4)c31)C2(C)C (stereo not given)

assay / compound	4	3	6	1
TDP-43 yeast inh	14%	22%	12%	-18%
aSyn yeast inh	10%	-1%	-5%	-5%
Abeta yeast res	-9%	-2%	9%	-30%
EPAC2 ag	12%	-7%	-2%	4%
EPAC2 antag	3%	-24%	2%	-6%
D3 antag	0	3	11	-16
FUS suppressor	11%	38%	-5%	26%
D3 ag	2	2	5	-2

# The main list resumes, repeating the 4 entries before the break.
5. NC(=S)N/N=C1\CC(c2ccc3c(c2)OCCO3)Oc2ccc(F)cc21 (stereo not given)
6. CCc1[nH]nc(C(=O)NC2CCCN(Cc3ccccc3F)C2)c1C (stereo not given)
7. CCCCOc1ccccc1C1C(C(=O)OC)=CN(CC)C=C1C(=O)OC
8. CNS(=O)(=O)c1cn(CC(=O)Nc2ccc(F)cc2F)cc1S(=O)(=O)NC
9. COc1ccc(S(=O)(=O)N2CCOC23CCN(S(=O)(=O)c2cc(F)ccc2F)CC3)cc1
10. CCCCCN1CC(O)=C(c2ccccc2)C1=N
11. CCn1nc(C)cc1C(=O)N1CCCC(C(=O)c2ccccc2SC)C1 (stereo not given)
12. c1ccc2c(Nc3nc4c(s3)CCCC4)cccc2c1
13. Cc1ccc(-n2nc3ccc(NC(=O)C(C)C)cc3n2)cc1
14. Cc1c(-c2ccco2)[n+](=O)c2c(n1[O-])CCCCC2
15. Cc1ccc(NC(=O)c2cc(NC(=O)C3CC=CCC3C(=O)O)ccc2N2CCOCC2)cc1 (stereo not given)
16. N#Cc1ccccc1NC(=O)C(=O)NCC(c1cccnc1)N1CCN(c2ccccc2)CC1 (stereo not given)

assay / compound	5	6	7	8	9	10	11	12	13	14	15	16
TDP-43 yeast inh	-5%	12%	-2%	6%	25%	2%	-7%	17%	24%	5%	-18%	-13%
aSyn yeast inh	-3%	-5%	5%	.	17%	0%	5%	-21%	0%	-2%	-3%	.
Abeta yeast res	4%	9%	-33%	-17%	2%	1%	7%	-16%	-6%	0%	7%	-13%
EPAC2 ag	15%	-2%	7%	.	6%	-2%	16%	1%	11%	-4%	-2%	.
EPAC2 antag	-12%	2%	-15%	.	-1%	3%	-7%	5%	-12%	1%	-2%	.
D3 antag	4	11	12	.	14	11	0	13	-6	-5	38	.
FUS suppressor	7%	-5%	42%	20%	19%	3%	33%	12%	-6%	17%	?	1%
D3 ag	5	5	1	-3	-2	-1	3	-5	-5	2	-3	-15

17. CCC(c1nc2ccccc2c(=O)n1-c1nc2ccccc2s1)N1C(=O)c2ccccc2C1=O (stereo not given)
18. COc1ccc(S(=O)(=O)N2CCCN(CC(=O)Nc3ccc4c(c3)OCO4)CC2)cc1
19. CCN(CC)c1nc(C=Cc2ccc(N(C)C)cc2)c2nccnc2n1
20. O=c1[nH]c(C2CCCN(S(=O)(=O)c3ccccc3Cl)C2)nc2c1nnn2Cc1ccc2c(c1)OCCO2 (stereo not given)
21. CCN(CC)c1ccc(-c2n[nH]c(=S)n2-c2ccccc2C)cc1
22. O=C1COCCOCCOCCOCC(=O)NCCN1
23. COc1ccc(CCNC(=O)Cc2nn(C)c(=O)c3ccccc23)cc1OC
24. CCCCOc1ccc(S(=O)(=O)NC(=O)C2(C)CCN2C(=O)Cc2cccs2)cc1 (stereo not given)

assay / compound	17	18	19	20	21	22	23	24
TDP-43 yeast inh	?	-8%	23%	2%	-3%	0%	-4%	22%
aSyn yeast inh	29%	1%	0%	0%	-5%	3%	-3%	-4%
Abeta yeast res	4%	-14%	7%	.	-1%	10%	8%	0%
EPAC2 ag	17%	6%	-12%	15%	1%	6%	3%	2%
EPAC2 antag	-4%	14%	1%	5%	1%	18%	18%	2%
D3 antag	-12	-6	0	-15	6	-1	24	17
FUS suppressor	.	20%	1%	14µM*	11%	-4%	-3%	20%
D3 ag	-7	-4	0	-15	1	9	10	7

25. O=C(NCCc1ccccc1)c1ccc2c(c1)OCCCO2
26. CC(C)=CCC/C(C)=C/Cc1c(O)ccc(C(=O)/C=C/c2ccc(O)cc2)c1O
27. O=C(COC(=O)Cc1ccc(Cl)cc1)Nc1ccccc1-c1ccccc1
28. CCN(CCn1cccn1)C(=O)CC1C(=O)NCCN1Cc1ccc(F)c(F)c1 (stereo not given)
29. COCCCn1c(=O)c2sccc2n2c(CCCC(=O)N3CCN(c4ccccn4)CC3)nnc12
30. COc1ccc(C2=NOC3(CC(=O)N(c4ccc(Cl)cc4)C3=O)C2)c(OC)c1 (stereo not given)
31. COc1ccccc1Oc1ccc(Oc2ccccc2OC)cc1
32. Cn1c(=O)c2c(Nc3ccc(F)cc3)cc(=O)n(-c3ccccc3)c2n(C)c1=O

assay / compound	25	26	27	28	29	30	31	32
TDP-43 yeast inh	5%	-91%[inhibitor]	-24%	1%	-4%	-14%	26%	-17%
aSyn yeast inh	-15%	-82%[inhibitor]	1%	-2%	5%	7%	6%	-5%
Abeta yeast res	-12%	-81%[inhibitor]	-27%	9%	17%	18%	-2%	-6%
EPAC2 ag	-2%	-1%	14%	6%	-1%	-1%	1%	3%
EPAC2 antag	-5%	1%	-1%	9%	-1%	-4%	0%	14%
D3 antag	2	-29	0	2	6	16	-2	6
FUS suppressor	5%	37%	.	9%	6%	33%	-22%	-13%
D3 ag	1	-13	-4	2	-2	22	4	-2

# A different layout for some results above.
# Order of values: TDP-43 yeast inh	aSyn yeast inh	Abeta yeast res	EPAC2 ag	EPAC2 antag	D3 antag	FUS suppressor	D3 ag
28. CCN(CCn1cccn1)C(=O)CC1C(=O)NCCN1Cc1ccc(F)c(F)c1 (stereo not given)
 : 1%	-2%	9%	6%	9%	2	9%	2
29. COCCCn1c(=O)c2sccc2n2c(CCCC(=O)N3CCN(c4ccccn4)CC3)nnc12
 : -4%	5%	17%	-1%	-1%	6	6%	-2

# Other results follow:
33. CCOc1cc(-c2nc(C)c(C(C)=O)n2O)ccc1OCC(=O)Nc1ccc(F)cc1
34. COc1ccc(OC)c(NC(=S)N2CCN(Cc3ccccc3)CC2)c1
35. COc1cc(NC(=O)c2ccccc2)c(OC)cc1NC(C)=O
36. COc1ccc(C(=O)C[n+]2ccc3c(c2)nc(-c2ccccc2)n3C)cc1
37. CCOC(=O)c1ccc(NC(=O)C2CC(=O)N(c3ccc(C(C)C)cc3)C2)cc1 (stereo not given)
38. O=C(O)CP(=O)(O)O
39. CCCNC(=O)C(Cc1ccc(I)cc1)NC(=O)C1CC1 (stereo not given)
40. O=C(NCc1ccc(Cl)cc1)C1CCCN1C(=O)Nc1ccccc1 (stereo not given)

assay / compound	33	34	35	36	37	38	39	40
TDP-43 yeast inh	14µM*	-6%	14%	-23%	15%	21%	-19%	-3%
aSyn yeast inh	-4%	0%	0%	-3%	.	0%&-6%&4%	-3%	-3%
Abeta yeast res	-10%	-4%	21%	3%	-16%	-18%	-14%	0%
EPAC2 ag	4%	-1%	1%	3%	.	0%	-3%	8%
EPAC2 antag	-7%	-4%	-5%	-27%	.	0%	35%[activator]	0%
D3 antag	4	-20	10	26	.	-8	0	3
FUS suppressor	0%	7%	18%	.	-11%	-33%	-9%	7%
D3 ag	5	2	1	0	-5	17&-12	-9	-2

41. CCOc1ccccc1N(CC(=O)O)S(=O)(=O)c1ccc(C)cc1
42. O=C(O)c1cccnc1Sc1ncnc2sc3c(c12)CCC3
43. Cc1c(Cl)c([N+](=O)[O-])nn1CC(=O)Nc1ccc2c(c1)OCO2
44. Cc1ccc(C)c(C(C)NC(=S)NCc2ccc(F)cc2)c1 (stereo not given)
45. CCC1=NC(c2ccccc2Cl)N(O)C1(C)C (stereo not given)
46. Cc1ccc(C)c(NC(=O)/C(C#N)=C/c2ccc(C(C)C)cc2)c1
47. COC(=O)C(C)Oc1cc(C)ccc1COc1ccc(-n2nc(C)n(C(F)F)c2=O)cc1 (stereo not given)

assay / compound	41	42	43	44	45	46	47
TDP-43 yeast inh	3%	-23%	7%	?	-7%	-6%	-12%
aSyn yeast inh	6%	-5%	-4%	-3%	1%	.	-2%
Abeta yeast res	15%	-15%	-11%	?	-18%	-16%	-8%
EPAC2 ag	2%	1%	1%	16%	13%	.	7%
EPAC2 antag	3%	15%	5%	-21%	0%	.	-8%
D3 antag	6	-10	-15	0	-9	.	10
FUS suppressor	-3%	25%	.	-2%	2%	9%	47%
D3 ag	3	-14	-11	-3	-4	6	12

# Not all compounds are listed; the hit share may differ from the screen's.
